Compound activity as filed in PubChem.
HTT cytoprotect – qHTS Multiplex Assay to Identify Dual Action Probes in a Cell Model of Huntington: Cytoprotection (ATP) | PC12 HTT-Q103 induced, cytoprotection, ATP luminescence, 40 h | Potency, µM (top dose mostly 56.4 µM), without a hit: cytoprotection (ATP increase), usual class: activators | 230,000 tested, 0.14% active;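 also: % of control where 0% means no effect; nearly all actives have a fitted effect of over 45% in size; toxic huntingtin expression switched on by the ecdysone agonist tebufenozide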
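PC12 cells with ecdysone-inducible HTT exon 1 Q103-GFP, induced with 100 nM tebufenozide and co-treated with library compounds in a dose series (1536-well, 1500 cells/well). Cytoprotection read as ATP content by ATPlite luminescence.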
GoLoco inh red – qHTS Assay for Inhibitors of RGS12 GoLoco Motif Activity (Red Fluorophore) | Potency, µM (doses to about 61.6 µM), for the others: at the highest dose activity, negative = inhibition, usual class: inhibitors | Guanine nucleotide-binding protein G(i) subunit alpha-1 (Homo sapiens), P63096 | Gai1:RGS12 GoLoco peptide FP, rhodamine, 10 min | 230,000 tested, 0.44% active | AID 880, 2007; active = well fitted inhibition curve with a large enough effect, not every such curve was filed as active; inactive = no such curve, though single readings can be large or run the other way; also: % is scaled to controls: 0 for no effect and ±100 for the full control effect; nearly all actives have a fitted effect of over 30% in size; many of its hits are not listed in these tables
Target sequence (P63096 whole entry, looked up): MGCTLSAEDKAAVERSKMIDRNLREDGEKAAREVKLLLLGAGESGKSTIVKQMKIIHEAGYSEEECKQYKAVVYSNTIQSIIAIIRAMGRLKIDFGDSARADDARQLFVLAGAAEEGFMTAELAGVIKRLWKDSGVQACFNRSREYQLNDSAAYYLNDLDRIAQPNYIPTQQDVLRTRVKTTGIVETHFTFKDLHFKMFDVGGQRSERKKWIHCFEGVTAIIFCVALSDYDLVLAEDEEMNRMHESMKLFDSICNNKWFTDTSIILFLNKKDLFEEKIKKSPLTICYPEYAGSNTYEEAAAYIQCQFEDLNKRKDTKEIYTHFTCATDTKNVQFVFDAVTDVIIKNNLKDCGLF
GAA glycogen – qHTS Assay for Inhibitors and Activators of Human alpha-Glucosidase Cleavage of Glycogen; recombinant GAA, glycogen substrate, Amplex Red glucose oxidase fluorescence; 300,000 tested, 0.38% active; AID 2100, 2009; Potency, µM (titrated, usually from 76.4 µM), for inactives: top-dose activity change, negative = inhibition, most hits filed as inhibitors;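 also: 0% = full enzyme reaction and -100% = no-enzyme basal signal; the screen sought inhibitors and activators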
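Natural-substrate format: glycogen cleavage by 4 nM human enzyme, glucose read by Amplex Red coupling (Ex 573, Em 610 nm). Normalized to enzyme and no-enzyme controls.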
GAA inhib – qHTS Assay for Inhibitors of Human alpha-Glucosidase as a Potential Chaperone Treatment of Pompe Disease; Lysosomal alpha-glucosidase (Homo sapiens), P10253; Potency, µM (top dose mostly 76.9 µM), for the others: at the top dose activity change, negative = inhibition, hits mostly inhibitors; 200,000 tested, 0.005% active; AID 1466, 2008; purified human GAA, 4-MU-alpha-glucoside fluorescence;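 also: plate controls were uninhibited enzyme wells for no effect and no-enzyme background for full effect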
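Read-out is 4-methylumbelliferone fluorescence (Ex 365/Em 440 nm) after NaOH/glycine stop at pH 10. Enzyme 4 nM, substrate 400 uM, pH 5.0 citrate buffer, 20 min room temperature; AC50 from Hill-equation concentration-response.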
IMPase Li cell – qHTS Assay for Identifying the Cell-Membrane Permeable IMPase Inhibitors: Potentiation with Lithium; AID 1457, 2008; 210,000 tested, 0.35% active; CHO-M1 cells, IP1 TR-FRET (IP-One), carbachol + lithium; Potency, µM (titrated, usually from 59.4 µM), inactives show top-dose activity, negative = IMPase inhibition, hits mostly inhibitors;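 also: IP1 builds up when IMPase is blocked and the TR-FRET signal falls; plate controls were basal vehicle for no effect and high inhibitor control for full effect; nearly all actives have a fitted effect of over 50% in size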
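Steps: plate 2000 CHO-M1 cells per well and culture 16–30 h; add compound and lithium; incubate 30 min, 37C; add d2-IP1 tracer and Eu cryptate anti-IP1 antibody in lysis buffer; read after 10 min at room temperature.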
HttQ103 aggreg – qHTS Multiplex Assay to Identify Dual Action Probes in a Cell Model of Huntington: Aggregate Formation (GFP) | PC12 HttQ103-GFP aggregates, Acumen cytometry, 40 h | Potency, µM (titrated, usually from 46.1 µM), for inactives: at the top dose activity change, negative = inhibition, actives largely listed as inhibitors | 220,000 tested, 1.1% active | AID 1688, 2009; also: % is scaled to controls: 0 for no effect and ±100 for the full control effect; nearly all actives have a fitted effect of over 60% in size
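Aggregate formation scored by laser-scanning cytometer (488 excitation, 500–530 emission) in lysed PC12 cells expressing Q103-GFP after 100 nM tebufenozide induction; library tested in dose series, with ATPLite reagent added in the multiplex.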
GAA spleen mod – qHTS Assay for Inhibitors and Activators of Human alpha-Glucosidase From Spleen Homogenate; 240,000 tested, 0.006% active; human spleen homogenate, 4-MU-alpha-glucoside fluorescence; Potency, µM (titrated, usually from 79.9 µM), inactives show top-dose activity change, negative = inhibition, usual class: inhibitors; Lysosomal alpha-glucosidase (Homo sapiens), P10253;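 also: 0% = enzyme with vehicle and -100% = no enzyme basal signal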
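AC50 values come from Hill-equation fits of concentration-response data, normalized to no-enzyme and full-activity controls. Enzyme source: 1 ug human spleen homogenate; 1 mM fluorogenic 4-MU glucoside, pH 5.0 citrate buffer, 37 C, 40 min.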
* hit, by the source's call; ? = inconclusive; / = no result given; & = joins results of further samples; [ ] = remark or other dose. Unless noted, calls follow the shape of the dose curve; as a rule, active = well fitted curve in the direction sought with a large enough effect; inconclusive = small, poorly fitted or top-dose-only effect, or another doubt; inactive = no such curve, though single readings can be large; an effect the other way counts as inactive or inconclusive. Potency is read from the fitted curve at half-maximal effect. An excerpt, so the mix of outcomes need not match the whole.

SMILES	HTT cytoprotect	GoLoco inh red	GAA glycogen	GAA inhib	IMPase Li cell	HttQ103 aggreg	GAA spleen mod
COc1ccc(NC(=O)C(CC(=O)O)Cc2ccc(C)cc2)cc1 (stereo not drawn)	20.1%[10 µM]	7.8%	-3.5%	6.9%	5.0%	-4.5%[9.22 µM]	4.3%
COc1ccc(Br)cc1C(C[N+](=O)[O-])c1c(N)n(C)c(=O)n(C)c1=O (stereo not drawn)	-78.6%[inhibitor][10 µM]	-4.0%	-0.6%	/	/	3.98µM*	0.7%
Cc1ccc(C)c2[nH]c(=O)c(CCNC(=O)c3ccc(S(=O)(=O)N(C)C)cc3)cc12	-12.0%	-2.0%	-2.7%	?	34.2%[activator][38.3 µM]	?	-4.8%
COc1ccc(C(=O)N(CC2CCCO2)C(C(=O)NC2CCCC2)c2ccc(C)cc2)cc1OC (stereo not drawn)	17.8%[10 µM]	-3.1%	-14.6%	?	11.6%[38.3 µM]	5.8%	-2.7%
CCc1nnc(NC(=O)CSc2nnc(-c3ccco3)o2)s1	-27.0%	6.3%	-0.7%	4.1%	-1.4%	-16.1%	1.3%
CCNc1ncc2nc(-c3cc(F)cc(F)c3)c(=O)n(CCOC)c2n1	8.6%	25.6%	/	/	-7.7%	/	-1.1%
CCCS(=O)(=O)c1c(S(=O)(=O)CCC)c2cnccn2c1C(=O)c1ccc(F)cc1	-4.3%	4.1%	2.7%	-13.3%	1.8%[38.3 µM]	8.1%	-0.9%
Cc1cc(C(=O)N[C@H](c2ccccc2)[C@@]2(C)C[C@@H]2[C@@H](C)C(=O)Nc2ccc3ccccc3c2)n(C)n1	-35.0%[inhibitor]	3.1%&-2.4%	-1.5%	-5.0%	16.3%&17.2%	?	-0.1%&16.0%
Cc1ccc2c(c1)c1ncnc(N3CCC4(CC3)OCCO4)c1n2C	-32.3%	6.5%	-6.2%	?	-6.7%[38.3 µM]	2.4%	23.2%
CCCCCCSc1nc(O)c(C2OC(=O)c3c2ccc(OC)c3OC)c(=O)n1CC (stereo not drawn)	-20.8%	-3.3%	14.1%	-3.6%	-1.0%[38.3 µM]	?	-0.4%
CC1CCN(C(=O)c2[nH]cnc2C(=O)N[C@@H](C)C(=O)OC(C)(C)C)CC1	-13.5%[10 µM]	3.0%	9.7%	/	/	-35.3%[9.22 µM]	-1.4%
COc1ccc(C(=O)CSc2nnc(-c3cccs3)n2-c2ccccc2)cc1	-22.5%	-1.5%	-6.2%	-4.5%	?	22.0%	-8.5%
O=C1/C(=C\c2ccc(Br)o2)Cc2ccccc21	15.3%[10 µM]	-3.5%	-6.3%	5.8%	4.3%	-23.7%	0.5%
C=CCn1c(SCC(=O)Nc2c(C)n(C)n(-c3ccccc3)c2=O)nc2sc(C)c(C)c2c1=O	3.6%	6.8%	4.2%	0.4%	9.1%[38.3 µM]	26.0%	-7.6%
Cc1cc(C)cc(C(=O)NCC(=O)OCC(=O)NCC(F)(F)F)c1	-35.9%[inhibitor]	7.6%	-0.8%	7.6%	-8.4%	8.9%	4.6%
COc1ccc(CC(=O)NC(c2ccccc2)c2ccccc2)cc1S(=O)(=O)N1CCOCC1	-2.9%	-16.2%	-5.9%	-5.0%	26.9%[38.3 µM]	-6.0%	-5.5%
COc1ccc(C2c3ccc4ccccc4c3Oc3ncn(CCN4CCOCC4)c(=N)c32)cc1OC (stereo not drawn)	1.6%[10 µM]	13.5%	-14.2%	-0.2%	/	14.0%[9.22 µM]	4.1%
O=C(CNc1ccccc1F)N/N=C/C1CC=CCC1 (stereo not drawn)	-19.3%	12.4%	-3.6%	3.0%	4.6%	13.4%	-7.5%
Cc1cc(C)c2nc(C(F)(F)F)nc(NCCCN3CCCC3=O)c2c1	-12.7%	-6.7%	0.9%	-10.8%	21.1%[38.3 µM]	?	2.6%
c1ccc2c(CSCc3nc4ccccc4[nH]3)cccc2c1	-21.9%	-1.5%	3.3%	-12.0%	-4.0%[38.3 µM]	?	-6.2%
CCc1nnc(NC(=O)c2sc3nc4c(cc3c2N)CCCCCC4)s1	-7.9%[10 µM]	6.4%	15.1%	2.2%	-10.9%	?	-6.3%
O=C1CC(c2ccccc2)CCc2sccc2N1 (stereo not drawn)	-54.9%[inhibitor]	4.7%	-13.3%	-9.4%	-14.3%[38.3 µM]	-5.2%	5.9%
O=S(=O)(N/N=C/c1ccccc1OCc1ccc(Cl)cc1)c1ccccc1	7.7%[10 µM]	12.8%	2.1%	12.3%	8.8%	-6.6%	-5.9%
COC(=O)c1ccccc1S(=O)c1snnc1C (stereo not drawn)	-2.6%[10 µM]	1.6%	-10.8%	-9.4%	8.7%	12.4%	-13.2%
Clc1ncccc1-c1nc2ccccc2n1Cc1ccccc1	15.8%	15.3%	-0.9%	1.3%	5.0%[38.3 µM]	-1.6%	-2.9%
Further records.
SMILES	HTT cytoprotect	GoLoco inh red	GAA glycogen	GAA inhib	IMPase Li cell	HttQ103 aggreg	GAA spleen mod
O=c1cc(-c2ccco2)nc(-c2cccs2)o1	4.5%	5.3%	-18.7%	-17.9%	-0.8%[38.3 µM]	-6.8%[9.22 µM]	-13.4%
CCOC(=O)C1CCCN(S(=O)(=O)c2cc(Br)cc3c2N(C(=O)C2CC2)CC3)C1 (stereo not drawn)	8.8%	14.7%	-4.9%	-4.4%	-1.5%[38.3 µM]	2.7%	-1.7%
Cc1ccc(/C=N/N2CCN(C3c4ccccc4-c4ccccc43)CC2)s1	17.0%[10 µM]	1.3%	14.1%	5.8%	-3.2%	7.9%	2.1%
CC(=O)Nc1cccc(N(C(=O)C2COc3ccccc3O2)C(C(=O)NC2CCCCC2)c2cn(C)nc2C)c1 (stereo not drawn)	?	6.7%	-0.1%	9.0%	-6.3%	5.4%[9.22 µM]	2.6%
COc1ccc(C2c3ccc(O)cc3Oc3ncn(CCN4CCOCC4)c(=N)c32)cc1 (stereo not drawn)	23.0%[10 µM]	5.4%	0.9%	/	/	13.3%[9.22 µM]	-2.5%
Cc1onc(-c2ccccc2)c1C(=O)Nc1ccc(S(=O)(=O)NC2=NCCCCC2)cc1	10.6%	/	-1.3%	-3.4%	/	-27.4%	-3.2%
CCOC(=O)C1CCCN(c2c(NCCCN(CC)c3ccccc3)c(=O)c2=O)C1 (stereo not drawn)	36.4%[10 µM]	-7.3%	-7.2%	-11.9%	27.2%[38.3 µM]	11.6%	-0.7%
CC(Oc1ccc(Cl)cc1Cl)C(=O)N(C)c1ccccc1 (stereo not drawn)	26.9%[10 µM]	0.0%	16.8%	?	17.0%	28.0%[9.22 µM]	2.6%
CCCCC[C@H](O)/C=C/[C@H]1C(=O)C[C@H](O)[C@@H]1C/C=C\CCCC(=O)O	18.0%&20.8%	31.6%&0.9%[activator]	/	/	17.7%&8.8%	/	-11.0%&3.0%
CC(C)Sc1nc(SCC(=O)NCc2ccco2)c2c3c(sc2n1)COC(C)(C)C3	-30.1%	7.8%	-4.5%	-9.0%	-26.9%[38.3 µM]	-1.5%	0.7%
CC1CCCCC1NC(=O)COC(=O)/C=C/c1ccc2c(c1)OCO2 (stereo not drawn)	11.7%[10 µM]	-21.5%	0.7%	5.1%	0.1%	-10.4%	0.1%
CC(C)NC(=S)N1CCN(Cc2ccc3c(c2)OCO3)CC1	-18.1%[10 µM]	2.3%	-18.2%	9.4%	26.3%	16.3%	4.9%
O=C1C2CC=CCC2C(=O)N1c1n[nH]c(Cc2ccccc2)n1 (stereo not drawn)	-1.5%	7.0%	-1.8%	-3.4%	-6.2%[38.3 µM]	5.0%	5.4%
CC1Cc2ccccc2N1C(=O)CN1CCC(n2nnc3cc(C(F)(F)F)ccc32)CC1 (stereo not drawn)	-6.4%	2.2%	-14.6%	-5.5%	34.0%[activator][38.3 µM]	15.1%	-0.8%
COC(=O)C1=C(C)Nc2c(c(=O)n(C)c(=O)n2C)C1c1cccs1 (stereo not drawn)	-29.2%[10 µM]	12.3%	?	7.9%	-5.5%[38.3 µM]	-11.0%	4.3%
CO[C@@H]1/C=C\O[C@]2(C)Oc3c(C)c(O)c4c(O)c(c(CN(C)C)c(O)c4c3C2=O)NC(=O)/C(C)=C\C=C[C@@H](C)[C@@H](O)[C@H](C)[C@@H](O)[C@H](C)[C@H](OC(C)=O)[C@@H]1C	-12.3%[10 µM]	-1.2%[14.2 µM]	/	/	-0.7%	/	/
CCCCn1c(SCC(=O)Nc2nnc(CC)s2)nc2ccccc2c1=O	11.6%[1.9 µM]	-1.9%	-9.8%	-7.8%	12.4%[38.3 µM]	0.8%	-18.6%
CCC(CC)C(=O)c1c[nH]c(C(=O)NCCc2ccccn2)c1	5.1%	-1.7%	-8.0%	7.1%	1.2%[38.3 µM]	2.1%	-0.5%

Single records, as listed above. Values in the order: HTT cytoprotect, GoLoco inh red, GAA glycogen, GAA inhib, IMPase Li cell, HttQ103 aggreg, GAA spleen mod
CC1Cc2ccccc2N1C(=O)CN1CCC(n2nnc3cc(C(F)(F)F)ccc32)CC1 (stereo not drawn) in the list: -6.4%, 2.2%, -14.6%, -5.5%, 34.0%[activator][38.3 µM], 15.1%, -0.8%
CCC(CC)C(=O)c1c[nH]c(C(=O)NCCc2ccccn2)c1 in the list: 5.1%, -1.7%, -8.0%, 7.1%, 1.2%[38.3 µM], 2.1%, -0.5%
CCOC(=O)C1CCCN(c2c(NCCCN(CC)c3ccccc3)c(=O)c2=O)C1 (stereo not drawn) in the list: 36.4%[10 µM], -7.3%, -7.2%, -11.9%, 27.2%[38.3 µM], 11.6%, -0.7%
Cc1onc(-c2ccccc2)c1C(=O)Nc1ccc(S(=O)(=O)NC2=NCCCCC2)cc1 in the list: 10.6%, /, -1.3%, -3.4%, /, -27.4%, -3.2%
CC(C)Sc1nc(SCC(=O)NCc2ccco2)c2c3c(sc2n1)COC(C)(C)C3 in the list: -30.1%, 7.8%, -4.5%, -9.0%, -26.9%[38.3 µM], -1.5%, 0.7%
